Source: PubChem BioAssay
HSP90 inh = HSP90 inhibitors, primary screen, cell lysate, luminescence. Heat shock protein HSP 90 (rabbit reticulocyte lysate; luciferase refolding). actives 0.91% (n = 290,000). Rabbit reticulocyte lysate, luciferase refolding luminescence, 3 h. AID 1789, 2009. inhibition, % at 5.6 µM;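 active means inhibition above the screen-wide mean plus 3 SD, computed separately per campaign, cut at about 16% in these data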;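 further: 0% = DMSO wells and 100% = 60 µM geldanamycin wells; inhibitors lower the luminescence because luciferase stays unfolded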
AI-2 QS mod = Vibrio harveyi AI-2 quorum sensing modulators, primary screen, JMH597 strain, luminescence/OD600 ratio; Vibrio harveyi JMH597 AI-2 luminescence/OD600 ratio, 9 h; stronger effect = lower value; strain lacks LuxN and CqsS sensors; 0 = neutral-control median; activity change, % at 7.5 µM; actives 0.4% (n = 300,000); AID 2094, 2009; in the data active means activity change below about -75%, passing the limit was not always enough;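 further: luminescence divided by OD600 gain over 9 h not by final OD600 alone; inactives centre near 13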
GSK3A inh = blockers of GSK3A enzyme activity – biochemical, luminescence, cell-free homogeneous, HTS, primary screen; Glycogen synthase kinase-3 alpha (Homo sapiens), P49840; GSK-3 alpha kinase, ADP-Glo luminescence, 60 min; inhibition, % at 10 µM; actives 0.1% (n = 320,000); AID 2650, 2010;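 in the data active means inhibition above about 50%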;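 further: GST-tagged GSK-3 alpha with peptide substrate and 25 µM ATP; 0% = DMSO neutral wells and 100% = GW8510 positive control wells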
Target sequence (P49840 whole entry, looked up): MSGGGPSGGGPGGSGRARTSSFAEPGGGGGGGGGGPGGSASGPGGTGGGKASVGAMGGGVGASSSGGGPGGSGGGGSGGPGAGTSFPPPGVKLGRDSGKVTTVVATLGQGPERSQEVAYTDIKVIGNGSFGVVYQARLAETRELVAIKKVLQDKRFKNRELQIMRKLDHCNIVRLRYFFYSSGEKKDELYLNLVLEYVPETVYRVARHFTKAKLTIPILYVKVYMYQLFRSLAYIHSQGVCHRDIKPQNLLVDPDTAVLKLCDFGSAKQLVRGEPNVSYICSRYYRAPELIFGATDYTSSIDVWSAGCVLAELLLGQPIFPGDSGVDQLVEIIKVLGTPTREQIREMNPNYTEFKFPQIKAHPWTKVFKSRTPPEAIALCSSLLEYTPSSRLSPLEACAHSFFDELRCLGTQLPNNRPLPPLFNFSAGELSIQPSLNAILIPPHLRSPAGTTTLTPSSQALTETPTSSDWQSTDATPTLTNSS
HDAC3 inhib = HDAC3 deacetylase inhibitors, primary screen, biochemical, fluorescence, cell-free homogeneous; actives 0.15% (n = 320,000); recombinant HDAC3, fluorogenic peptide/trypsin coupled; inhibition, % at 8.3 µM; Histone deacetylase 3 (Homo sapiens), O15379; in the data active means inhibition above about 26%, passing the limit was not always enough
GSK3beta inhib = human GSK3beta kinase inhibitors, primary screen, biochemical, cell-free homogeneous, HTS; activity score (negative = inhibition), % at 10 µM; actives 0.038% (n = 300,000); AID 2097, 2009; Glycogen synthase kinase-3 beta (Homo sapiens), P49841; GST-GSK3beta kinase, ADP-Glo luminescence, 60 min; stronger effect = lower value;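 active means more than half of replicate wells score below -50%, meaning over 50% inhibition versus plate controls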;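 further: 0% = median DMSO wells and -100% = median GW8510 positive control wells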
Target sequence (P49841 whole entry, looked up): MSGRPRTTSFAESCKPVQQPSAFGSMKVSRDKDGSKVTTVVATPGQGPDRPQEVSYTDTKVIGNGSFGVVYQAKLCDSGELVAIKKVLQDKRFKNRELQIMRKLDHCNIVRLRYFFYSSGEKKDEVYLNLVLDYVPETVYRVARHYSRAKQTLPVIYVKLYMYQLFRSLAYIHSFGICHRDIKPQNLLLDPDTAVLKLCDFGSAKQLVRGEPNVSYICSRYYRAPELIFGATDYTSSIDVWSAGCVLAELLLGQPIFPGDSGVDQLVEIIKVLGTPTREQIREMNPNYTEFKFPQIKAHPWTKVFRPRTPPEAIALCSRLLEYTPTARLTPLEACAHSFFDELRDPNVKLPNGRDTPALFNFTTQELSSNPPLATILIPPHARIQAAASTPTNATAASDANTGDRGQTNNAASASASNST
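Test system: GST-fused GSK3beta enzyme, cell-free | Quantity: 1.6 ng GST-GSK3beta enzyme per well | Reagent: 25 µM ATP with peptide substrate | Schedule: 60 min enzyme reaction, room temperature | Signal: Luminescent ADP-Glo measurement of ADP formed | Read-out basis: Score relative to plate controls | Control set: DMSO and 20 µM GW8510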
PolyA inhibitor = polyadenylation inhibitors in yeast reporter cells, primary screen, luminescence, S. cerevisiae. S. cerevisiae SKY197-pL101 polyadenylation reporter, beta-gal luminescence; efflux-impaired pdr1/pdr3 knockout yeast; score 100 = 6 SD above DMSO. AID 1875, 2009. actives 0.02% (n = 300,000). calls only at 12 µM;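 active means lowest replicate activity score at least 50, where 100 means six control SD above control mean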;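 further: yeast exposed to compound for 9 h at 30 °C; higher score means more reporter readthrough which indicates perturbed polyadenylation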
HSF1 inh = HSF1 inhibitors in luciferase reporter cells, primary screen, cell-based, NIH3T3, luminescence | actives 0.77% (n = 300,000) | activity change, negative = inhibition, % at 7.5 µM (by protocol) | NIH3T3-HGL HSE-luciferase, MG132-induced, luminescence 8 h; stronger effect = lower value;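 active means more than half of replicate wells show activity change below -50%, luminescence cut by over half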;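 further: luciferase reports HSF-1 transcriptional activity via heat shock element; 0% = median of DMSO wells and -100% = zero luminescence signal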
Platelet DG rel = inhibitors of platelet dense granule secretion, primary screen, cell-based, MLPCN, human platelets. human platelet-rich plasma, SFLLRN dense granule ATP release, luminescence. inhibition, %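 (compounds screened at 7.5 µM in platelet-rich plasma)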. actives 0.22% (n = 300,000);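 active means mean replicate score, as percent of positive control, at or above 50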
Dyrk1A ADPGlo = rat Dyrk1A kinase inhibitors, primary screen, biochemical, single point, plate reader; ADP-Glo luminescence, NFATc1 peptide; inhibition, % at 12.5 µM; actives 0.43% (n = 310,000); AID 504441, 2011; in the data active means inhibition above about 50%;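 further: plate controls were vehicle with enzyme for no effect and no enzyme for full effect; many of its hits are not listed in these tables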
HSF-1 act = HSF-1 activators, primary screen, NIH3T3-HGL cells, MG132 stress, luminescence, single point | activation, % at 9 µM | NIH3T3-HGL HSF-1 luciferase reporter, 8 h; 100% = twice DMSO control signal | actives 1.7% (n = 300,000);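 active means mean replicate activation of at least 50% with a set share of replicates each reaching 50%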;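 further: 0% = median of the neutral control wells and 100% = twice that signal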
An asterisk follows results filed as active; i = inactive; . = not tested or not shown. Only part of the results is shown. The share of hits here may be higher or lower than overall.

HSP90 inh	AI-2 QS mod	GSK3A inh	HDAC3 inhib	GSK3beta inhib	PolyA inhibitor	HSF1 inh	Platelet DG rel	mol	Dyrk1A ADPGlo	HSF-1 act
-0.2	5.4	6.0	8.3	-1.9	i	15.5	2.3	Clc1ccc2oc(-c3ccccc3)nc2c1	-2.0	28.0
6.0	17.3	5.8	3.8	-0.7	i	-9.0	-9.4	COc1ccccc1NC(=O)CN1C(=O)C(C)Oc2ccccc21 (stereo not drawn)	-0.8	1.0
4.5	3.5	11.2	6.0	-1.5	i	-2.5	15.5	Cc1ccc(-c2noc(N=O)c2NO)cc1	.	-15.4
4.5	19.7	0.3	-2.9	-0.9	i	.	2.7	Cc1cc(C)nc(NS(=O)(=O)c2ccc(N3C(=O)C4C5C=CC(C5)C4C3=O)cc2)n1 (stereo not drawn)	-4.5	.
0.8	9.6	1.4	6.2	-0.8	i	8.6	1.4	COc1cc(-c2nc(-c3ccc4c(c3)-c3ccccc3S4(=O)=O)c(-c3ccccc3)[nH]2)cc(OC)c1OC	-4.0	19.0
2.9	17.2	-7.6	-4.7	0.7	i	-3.4	.	CC(=O)NC1C(=O)N(CCN2CCOCC2)c2ccc(Br)cc21 (stereo not drawn)	-0.5	-3.9
-1.7	17.0	-1.3	-1.8	-0.7	i	-2.5	4.3	NC(=O)c1cc(S(=O)(=O)NCc2cccs2)cs1	-3.2	-3.5
-3.3	18.3	6.6	0.8	-9.2	i	-2.4	7.6	CC(=O)Nc1ccc(Nc2nc(-c3sc(NC(C)=O)nc3C)cs2)cc1	20.2	-1.8
-0.8	-4.2	1.2	-4.8	3.5	i	-5.7	-1.3	CCN(CC)S(=O)(=O)c1cc(OC)c(C)cc1C	-0.1	-1.0
-4.5	38.4	1.1	3.8	-3.8	i	26.7	-0.8	CCN(CC)C(=O)Oc1ccc2c(=O)c(-c3ccc(OC)cc3)coc2c1	-3.4	38.8
13.3	7.0	-1.1	11.3	-0.5	i	19.5	3.1	CCOc1cc(/C=C2\CN(CC)C/C(=C\c3ccc(O)c(OCC)c3)C2=O)ccc1O	3.3	26.0
0.1	8.8	0.0	-2.2	-0.2	i	10.9	0.1	CCCc1cc(=O)[nH]c(SCCCCN2C(=O)c3ccccc3C2=O)n1	3.7	13.5
-1.7	11.2	3.5	2.6	0.3	i	-5.2	-5.1	Cc1noc(C)c1S(=O)(=O)Nc1ccccc1Cl	1.5	-4.3
-1.8	8.6	-0.7	10.8	-16.7	i	-4.3	-0.7	COCc1c(C(=O)N/N=C/C2CC=CCC2)nnn1-c1nonc1N (stereo not drawn)	5.2	-2.0
.	27.4	-3.8	-8.6	-1.7	i	-2.8	-0.7	CS(=O)(=O)c1ccc(NC(=O)CCN2C(=O)C3CC=CCC3C2=O)cc1 (stereo not drawn)	5.0	-17.5
5.5	15.6	-1.2	-0.6	1.8	i	2.6	-6.8	CCCOc1ccc(C(=O)Nc2ccc(S(=O)(=O)N3CCN(C)CC3)cc2)cc1	-2.2	-14.4
.	7.1	-4.3	2.9	-0.2	i	-1.2	17.2	COc1ccc(NC(=O)CN(C)C(=O)CSc2nc3ccccc3s2)cc1	17.9	10.4
1.9	13.7	0.5	4.1	3.0	i	-3.2	16.6	COc1ccc(N(C(=O)c2ccco2)S(=O)(=O)c2cc(OC)ccc2OC)cc1	-0.2	0.4
-2.1	20.6	6.1	0.8	1.7	.	.	-0.1	COC(=O)C1C(=O)C2=C(CC1C)Nc1ccccc1NC2c1cccs1 (stereo not drawn)	-6.0	.
6.7	31.4	-5.4	-0.5	2.2	i	2.7	-1.3	c1ccc2sc(N3CCCN(Cc4nc(-c5cnccn5)no4)CC3)nc2c1	-3.9	1.4
1.0	7.2	-2.3	-8.9	-0.7	i	143.6	4.7	COc1ccc(/C=C/C(=O)Nc2cc(C)nn2-c2nc3ccccc3[nH]2)cc1	-8.1	189.6*
-1.2	17.4	39.3	6.5	-0.9	i	39.7	2.0	O/N=C/c1cn(-c2ccccc2)nc1-c1ccc2c(c1)OCCO2	35.5	40.0
-2.4	9.3	.	0.0	3.6	i	1.0	-2.0	Cc1cc(C)n(CCCNC(=O)c2ccc(S(=O)(=O)NCc3ccco3)cc2)n1	-10.0	5.7
2.4	9.9	.	1.8	0.0	i	9.6	-1.2	Cc1c(Cl)cccc1NC(=O)CSC(N)=O	-9.4	0.6
.	-3.1	-1.5	1.6	1.2	i	5.5	-1.8	COc1cc(OC)c2ccc(=O)oc2c1C(CC(=O)N1CCCC1)c1ccc(N(C)C)cc1 (stereo not drawn)	-6.1	-11.0
3.1	14.9	0.1	6.2	4.7	i	-7.2	1.4	CCCCCC1CC(CC(=O)NC(=S)Nc2ccc([N+](=O)[O-])cc2)C(=O)O1 (stereo not drawn)	-2.6	-4.7
0.2	30.7	1.1	-0.9	1.1	i	1.9	1.6	O=C1N=C(N2CCOCC2)CS1	1.9	-7.1
1.8	34.1	-1.8	-28.6	-2.4	i	-4.2	0.4	N#Cc1c(N2CCN(C(=O)c3ccccc3Cl)CC2)nc(-c2ccccc2)c2c1CCCC2	-4.3	17.1
-1.6	18.4	5.9	3.1	1.2	i	.	.	C/C(Cl)=C/CSc1nc2c(c(=O)[nH]c(=O)n2C)n1C(C)C	-5.2	.
-6.3	30.0	-3.0	-6.7	1.8	i	7.0	-2.6	COc1ccc(-n2c(SCC(=O)N3CCC(C(=O)O)CC3)nc3ccccc3c2=O)cc1OC	1.1	17.8
-1.8	11.9	.	8.8	-2.0	i	0.0	5.4	Cc1c(NC(=O)/C=C/c2cn(-c3ccccc3)nc2-c2ccccc2)c(=O)n(-c2ccccc2)n1C	6.2	4.9
.	3.5	-1.3	4.4	0.3	i	-1.5	-0.4	O=C(NCC(c1ccco1)N1CCN(c2ccccc2F)CC1)C1CCCCC1 (stereo not drawn)	-9.0	-1.9
0.1	9.3	-1.3	3.5	3.0	i	-5.4	8.6	COc1ccc(S(=O)(=O)c2c(O)c3ccc(C(=O)Nc4ccccc4)cc3[nH]c2=O)cc1	1.9	-7.4
1.1	22.4	0.3	2.5	2.0	i	-4.4	5.3	CSc1nc2ccc(S(=O)(=O)N3CCCCC3)cc2s1	3.5	-1.0
-0.8	28.1	-0.3	-3.0	2.2	i	3.9	-1.1	Cc1ccc(C(=O)O/N=C(\N)c2ccc(C(F)(F)F)cn2)cc1	-2.4	13.4
9.8	36.8	-1.4	5.1	-1.5	i	3.6	-5.6	COc1ccc(CCNC(=O)c2cc(-c3ccccc3)on2)cc1OC	-5.6	7.5
1.4	12.9	0.9	-0.5	-0.4	i	-0.9	5.4	O=C(COc1ccccc1Cl)Nc1ccc(CN2CCCCC2)cc1	-2.9	4.9
0.4	20.6	3.3	1.9	2.5	i	2.6	2.3	COc1ccc(C(=O)Nc2ccncc2)cc1[N+](=O)[O-]	4.0	4.7
6.7	15.5	-6.8	-1.1	1.0	i	-0.7	-3.1	CC(=O)NC1C(=O)N(CCN2CCOCC2)c2ccc(F)cc21 (stereo not drawn)	-3.4	11.0
-0.8	19.5	-0.6	0.5	-2.2	i	-4.3	1.7	O=C(Nc1cc(Cl)ccc1-n1cncn1)c1cc(S(=O)(=O)N2CCOCC2)ccc1F	3.7	-12.0

Entries of single compounds as entered above. Order of values: HSP90 inh, AI-2 QS mod, GSK3A inh, HDAC3 inhib, GSK3beta inhib, PolyA inhibitor, HSF1 inh, Platelet DG rel, Dyrk1A ADPGlo, HSF-1 act
Cc1ccc(C(=O)O/N=C(\N)c2ccc(C(F)(F)F)cn2)cc1 in the list: -0.8, 28.1, -0.3, -3.0, 2.2, i, 3.9, -1.1, -2.4, 13.4
COc1ccc(-n2c(SCC(=O)N3CCC(C(=O)O)CC3)nc3ccccc3c2=O)cc1OC in the list: -6.3, 30.0, -3.0, -6.7, 1.8, i, 7.0, -2.6, 1.1, 17.8
O=C1N=C(N2CCOCC2)CS1 in the list: 0.2, 30.7, 1.1, -0.9, 1.1, i, 1.9, 1.6, 1.9, -7.1

The results go on.
HSP90 inh	AI-2 QS mod	GSK3A inh	HDAC3 inhib	GSK3beta inhib	PolyA inhibitor	HSF1 inh	Platelet DG rel	mol	Dyrk1A ADPGlo	HSF-1 act
-4.1	34.4	-1.8	0.2	-4.7	i	4.6	-8.9	O=C(COC(=O)c1ccc([N+](=O)[O-])s1)NCc1ccc(F)cc1	-5.7	-4.5
-1.1	-1.1	8.8	-1.0	-18.1	i	-3.1	7.7	CC(C)CC1Nc2ccc(C(=O)NCCCN3CCCCC3C)cc2NC1=O (stereo not drawn)	-3.4	-8.7
0.8	22.3	-1.0	2.7	3.1	i	3.5	-8.9	COc1ccc([N+](=O)[O-])cc1NC(=O)Cn1ccsc1=N	2.7	10.9
0.5	8.8	-3.6	2.1	1.5	i	-7.7	-1.1	CC(Sc1nc2c(c(=O)n(C)c(=O)n2C)n1Cc1cc2c(cc1Cl)OCO2)C(=O)O (stereo not drawn)	-2.5	-4.6
19.3*	13.1	-2.1	0.7	-1.7	i	13.4	5.5	CC(C)CCn1cnc2c(oc3nc4c(cc32)CCCC4)c1=O	-8.0	19.6
1.5	9.3	-2.6	-2.7	-19.3	i	0.7	12.1	O=C(CCS(=O)(=O)c1ccccc1)Nc1nnc(C(F)(F)F)s1	-2.2	5.8
-0.1	26.8	-4.7	4.9	4.0	i	-1.4	3.7	CCC1C(=O)N=C(SCC(=O)Nc2cccc3ccccc23)NC1=O (stereo not drawn)	-6.7	4.6
2.3	26.3	-0.3	-0.4	-0.8	i	8.2	-3.5	O=C(c1cc2ccccc2c(=O)o1)N1CCCCCC1	1.8	6.5
3.1	.	1.9	-125.6	.	.	.	.	COC(=O)C1=CNC=C(C(=O)OC)C1c1ccccc1Cl	0.3	.
0.2	7.4	-1.5	17.0	-1.2	i	-0.7	-11.0	Cc1ccccc1S(=O)(=O)NCc1ccc(N2CCN(C)CC2)cc1	.	32.3
7.0	20.8	-0.6	-31.0	0.9	i	19.0	9.2	COc1cccc(-c2nc3ccc(C(=O)NC(C)Cc4cccnc4)cc3o2)c1 (stereo not drawn)	6.4	21.2
2.0	32.5	-0.1	-4.3	-2.6	i	1.2	-3.4	O=C(NCC1CCCO1)c1cccc(Br)c1 (stereo not drawn)	3.1	10.3
-1.8	6.2	-6.3	9.5	-1.5	i	-4.5	1.1	Cc1ccc(C)c(-n2c(-c3cccnc3)n[nH]c2=S)c1	-1.1	-13.8
